Nrf2 ARE act: qHTS of Nrf2 Activators; AREc32 ARE-luciferase reporter (MCF7-derived line), luminescence, 24 h; Potency, µM (top dose mostly 46.1 µM), inactives show top-dose activation, usual class: activators; hit rate 0.31% among 410,000; AID 624171, 2012; note: potency is the fitted concentration of half-maximal effect; % of control where 0% means no effect; nearly all actives have a fitted effect of over 65% in size
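AREc32 cells carrying an ARE-driven firefly luciferase reporter were seeded at 1000 cells/well in OPTI-MEM with 5% FBS, then exposed to compound for 24 hr at 37 deg C. Luminescence was read with Steady-Glo after 30 min at RT.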
Nrf2 block: Nrf2 qHTS screen for inhibitors. hit rate 2.1% among 360,000. A549 ARE-Fluc reporter, luciferase luminescence, 18-24 h. Potency, µM (series often up to 46 µM), for the others: at the top dose activity change, negative = inhibition, most hits filed as inhibitors; note: potency is the fitted concentration of half-maximal effect; % is set by controls: 0 for no effect and ±100 for the full control effect; nearly all actives have a fitted effect of over 60% in size
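Cells were seeded and rested 2 h, then exposed to compounds for 18-24 h. CellTiter-Fluor was read first as a viability measure. BugLite was added 15 min before the final luminescent read of ARE-luciferase activity in A549 cells.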
TGFb inhibitor: qHTS for Inhibitors of TGF-b; HepG2 CAGA-GFP TGF-b/SMAD3 reporter, GFP fluorescence, 18 h; TGF-beta stimulated, 500 pg/mL final; Potency, µM (titrated, usually from 46.1 µM), for the others: at the top dose activity, negative = inhibition, actives largely listed as inhibitors; hit rate 1.2% among 410,000; note: potency is the fitted concentration of half-maximal effect; % is set by controls: 0 for no effect and ±100 for the full control effect; nearly all actives have a fitted effect of over 65% in size
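GFP signal (ex488/em500-530) from TGF-beta-stimulated HEPG2 CAGA-GFP cells, 500 pg/mL final, 18 h at 37 degrees C in DMEM plus 1% FBS, normalized to unstimulated and DMSO-stimulated controls.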
Abeta yeast res: qHTS for compounds that reverse cellular toxicity of Amyloid beta (A-beta) peptide in yeast: Primary Screen; yeast expressing A-beta42, growth rescue, OD600, 48 h; response scale: 0% DMSO, 100% iron-clioquinol control; Potency, µM (series often up to 46.1 µM), inactives show at the top dose growth rescue, most hits filed as activators; hit rate 0.063% among 410,000; note: potency is the fitted concentration of half-maximal effect; nearly all actives have a fitted effect of over 55% in size
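Yeast A-beta toxicity model in growth medium with pinned compounds, 48 h at 30 C; growth read as absorbance at 600 nm. Normalized to FeCl3/clioquinol equimolar mix (positive) and DMSO (negative).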
pAkt inh: HTS Assay for Inhibitors of Akt Phophorylation: Primary Screen. Neuro2A IGF-stimulated pAkt S473 HTRF, 20 min; stronger effect = lower value. activity change, % for hits at 50 µM. hit rate 0.32% among 360,000; in the data active = activity change below about -80%; inconclusive = mostly about -51% to -80%; note: % is set by controls: 0 for no effect and ±100 for the full control effect
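Neuro2A cells in DMEM with 0.5% FBS, overnight at 37 deg C, given compound at single 50 µM final, then IGF (6 nM final) for 20 min at 37 deg C. Lysed; phospho-Akt Ser473 by HTRF after 24 h, 665/615 ratio.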
HepG2 tox: qHTS for Inhibitors of TGF-b: Cytotox Counterscreen. HepG2 CAGA-GFP viability, ATP luminescence, 18 h. Potency, µM (doses to about 46.1 µM), for the others: at the top dose activity change, negative = cytotoxicity, most hits filed as cytotoxic. hit rate 0.76% among 410,000; note: potency is the fitted concentration of half-maximal effect; some results filed as inactive show a strong effect at the top dose
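HepG2 CAGA-GFP cells (1000/well, DMEM with 1% FBS) received compound, then TGF-beta at 500 pg/mL final, and were incubated 18 hours at 37 degrees C. Viability was read by CellTiter-Glo luminescence. Media-only wells were set as complete cell-killing and DMSO as no toxicity.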
MmCpn inh: Inhibitors of TCP-1 ring complex (TRiC) of Methanococcus maripaludis (MmCpn): qHTS; hit rate 0.031% among 330,000; Potency, µM (series often up to 76.9 µM), for the others: at the top dose activity, negative = inhibition, hits mostly inhibitors; purified Mm-Cpn ATPase, ADP Transcreener TR-FRET; note: potency is the fitted concentration of half-maximal effect; % is set by controls: 0 for no effect and ±100 for the full control effect; nearly all actives have a fitted effect of over 80% in size
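ATP (10 uM final) was added to archaeal chaperonin (25 nM final) after 10 min exposure to test compound at 37°C; after 30 min further incubation, ADP was detected by competitive TR-FRET.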
A549 viability: Nrf2 qHTS screen for inhibitors: counterscreen for cytotoxicity | A549 ARE-Fluc cells, CellTiter-Fluor viability, 18-24 h | Potency, µM (series often up to 46 µM), for the others: top-dose activity change, negative = cytotoxicity, most hits filed as inhibitors | hit rate 0.16% among 390,000; note: potency is the fitted concentration of half-maximal effect; % is set by controls: 0 for no effect and ±100 for the full control effect
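A549 ARE-Fluc cells in 5% FBS OPTI-MEM, 5000 cells/well, rested 2 h then exposed to compounds in concentration-response for 18-24 h at 37 °C. Viability by CellTiter-Fluor fluorescence (Ex 405/Em 525) after 30 min; luciferase luminescence (BugLite, 15 min, RT) read afterwards.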
CCT modulator: High-Throughput Screening for Modulators of Cytosolic Chaperonin Activity; purified chaperonin ATPase assay, HTRF ADP detection, 30 min; activity change, % (no concentration beside the values), hits read low; hit rate 0.3% among 360,000; AID 651819, 2012; in the data active = activity change below about -30%; note: % is set by controls: 0 for no effect and ±100 for the full control effect
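We incubate TRiC, 40 or 20 nM final, with library compounds at 76 uM and 10 uM ATP for 30 min at 37 °C. ADP formed is detected with Transcreener HTRF reagents after 30 min at room temperature.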
* = called active by the depositor; i = inactive; ? = inconclusive; · = no result given; & = joins results of further samples; [ ] = remark or other dose. Unless noted, calls come from the whole dose curve; as a rule, active = well fitted curve in the direction sought with a large enough effect; inconclusive = small, poorly fitted or top-dose-only effect, or another doubt; inactive = no such curve, though single readings can be large; an effect the other way counts as inactive or inconclusive.

Compound	HepG2 tox	TGFb inhibitor	Nrf2 block	Nrf2 ARE act	Abeta yeast res	pAkt inh	CCT modulator	MmCpn inh	A549 viability
CC(C)CCOc1ccc(Oc2nc(N(C)C)nc(N(C)C)n2)nn1	-15.3%	-10.3%	10.8%	1.2%	-8.2%	·	·	·	0.3%
CCOC(=O)c1nnn(-c2nonc2N)c1-c1ccccc1	-16.8%	-2.6%	-25.9%	0.4%	16.4%	i	-0.2	-3.7%	?
CCC(=C(c1ccc(OC)cc1)c1ccc(OC)cc1)c1cn(CC(O)CN2CCN(C)CC2)c2ccccc12 (stereo unspecified)	12.6µM*	?	1.5%	-1.4%	-18.2%	i	-2.3	-18.5%	-5.5%
Cc1noc(C)c1CSc1cc(C)c2ccccc2n1	-17.8%	17.8%	-17.9%	-0.6%	6.8%	i	-3.1	1.8%	-1.8%
O=C(O)CCCCn1c(SCC(=O)Nc2ccccc2C(F)(F)F)nc2ccsc2c1=O	-55.9%&1.3%	1.0%&-16.8%	-20.0%	-0.7%&0.5%	-11.2%&-4.0%	i	0.5	1.2%	-0.7%&0.6%
COc1ccc(CCNC(=O)Nc2ccc3c(c2)c(=O)n(C)n3Cc2ccc(Cl)cc2)cc1OC	-12.1%	6.0%	·	0.9%[9.22 µM]	15.1%	i	1.7	·	·
C=CCn1c(=O)c(C(=O)NCCc2ccccc2)c(O)c2ccccc21	-20.5%	-26.4%	-19.6%	-0.3%	-37.0%[inhibitor]	i	0.5	1.0%	-2.3%
CCOC(=O)C1=C(N)OC2=C(C(=O)CCC2)C1c1cccnc1 (stereo unspecified)	-12.6%	22.5%	·	-0.8%	26.1%	i	1.3	3.4%	4.2%
CCNC(=O)/C(=C\c1ccccc1)NC(=O)/C=C/c1ccccc1	14.6%	-18.7%	6.5%	0.0%	0.0%	i	-1.1	-1.2%	-5.2%
CN(C)CCNc1oc(COc2ccc(Cl)cc2Cl)nc1C#N	-1.2%	7.1%	13.6%	0.1%	5.6%	i	0.3	1.3%	15.6%
COc1ccc(C2C(C(=O)c3ccco3)=C(O)C(=O)N2CC2CCCO2)cc1 (stereo unspecified)	0.8%	7.0%	7.8%	0.2%	-3.9%	i	2.4	-0.9%	-11.9%
CCc1ccc(NC(=O)COc2ccc(/C=C(/C#N)c3nc4ccccc4[nH]3)cc2OC)cc1	-82.2%	2.24µM*	?	14.8%	21.7%	i	2.3	-1.4%	?
Cc1cccc(NS(=O)(=O)c2ccc3c(c2)Cc2cc(S(=O)(=O)Nc4cccc(C)c4C)ccc2-3)c1C	-1.5%	-5.7%	-19.6%	0.7%	0.4%	i	-0.4	-8.2%	-4.1%
Cc1[nH]c(=O)c(C#N)c(C)c1CCC(=O)Nc1cc(S(C)(=O)=O)ccc1Cl	7.5%	2.8%	1.2%	-0.6%	-4.2%	i	-0.3	-5.5%	3.2%
CCOC(=O)c1c(NC(=O)CSc2nncs2)sc(C)c1-c1ccccc1	-0.1%	11.2µM*	?	2.1%	-29.8%	i	-0.4	-7.2%	-3.8%

The final 2 records of the part above open the next one:
Compound	HepG2 tox	TGFb inhibitor	Nrf2 block	Nrf2 ARE act	Abeta yeast res	pAkt inh	CCT modulator	MmCpn inh	A549 viability
Cc1[nH]c(=O)c(C#N)c(C)c1CCC(=O)Nc1cc(S(C)(=O)=O)ccc1Cl	7.5%	2.8%	1.2%	-0.6%	-4.2%	i	-0.3	-5.5%	3.2%
CCOC(=O)c1c(NC(=O)CSc2nncs2)sc(C)c1-c1ccccc1	-0.1%	11.2µM*	?	2.1%	-29.8%	i	-0.4	-7.2%	-3.8%
COc1ccc(B(O)O)cc1	18.7%	6.7%	22.5%	·	·	·	·	·	6.3%
CC(=O)Nc1ccc(Oc2cc(C#N)c(C#N)cc2N2CCOCC2)cc1	1.8%	0.0%	-0.9%	-0.1%	28.1%	i	-3.5	-0.7%	-9.2%
CCCN(c1ccc(C(C)C)cc1)S(=O)(=O)c1c(C)noc1C	-28.9%	1.1%	4.7%	-0.9%	4.3%	i	0.2	-2.2%	10.6%
CCN(CC)S(=O)(=O)c1cc(NC(=O)CSc2nnc(-c3cccs3)o2)ccc1C	4.8%	-10.0%	-5.2%	1.5%	-5.5%	i	-0.1	-0.5%	-4.3%
CCCCc1ccc(N=N/C(C(=O)Nc2ccc(NC(C)=O)cc2OC)=C(/C)O)cc1	-8.8%	1.5%	-20.6%	-0.2%	12.0%	i	0.4	0.2%	-10.3%
O=C(C[C@@H]1C/C=C/CCCC(=O)O[C@H](c2ccccc2)CNC1=O)N[C@H](CO)Cc1ccccc1	0.4%	6.8%	-15.0%	0.3%	10.0%	i	-0.1	-3.8%	-9.7%
O=S(=O)(c1ccc(Cl)cc1)N1CCCC1c1nc(-c2ccc(Cl)cc2)no1 (stereo unspecified)	-12.6%	-8.7%	-24.2%	-0.4%	11.4%	i	0.2	·	-3.5%
O=C(CCCc1nc(-c2ccccc2)no1)Nc1cccnc1	-13.2%	16.8%	-23.5%	-0.7%	24.5%	i	0.4	0.3%	-0.7%
CC(C)(C)c1ccccc1OCCCCCn1ccnc1	-36.8%	?	3.8%	2.0%	-12.7%	i	0.7	0.1%	1.3%
COc1ccc(-n2c(Cc3cccn3C)nnc2SCC(=O)N2CCC(C)CC2)cc1	17.9%	33.8%[activator]	-16.7%	-1.2%	17.7%	i	-0.1	-1.1%	0.2%
COc1ccc(-c2[nH]ncc2C(=O)NCc2cccc(F)c2)cc1	-4.0%	·	10.0%	-0.5%	-12.4%	·	·	·	-5.6%
CCc1cc(=O)[nH]c(SCc2cccnc2)n1	3.1%	13.7%	2.5%	0.0%	·	i	0.2	3.1%	0.1%
COc1ccc(OC)c(NS(=O)(=O)c2ccc3c(c2)CCC(=O)N3)c1	15.2%	-8.5%	·	-0.5%	-9.8%	·	-6.3	-1.1%	-1.0%
CCc1ccc(-c2cc(C(F)(F)F)n3nc(C(=O)Nc4cnn(Cc5ccccc5C)c4)cc3n2)s1	-5.3%	-6.8%	-5.3%	0.0%	8.4%	i	-3.4	0.6%	?
O=C1CCSc2c1ccc1ccccc21	-2.5%	2.6%	-12.8%	-0.3%	-9.0%	i	2.6	·	1.9%
Cc1ccc2nc(NC(=O)c3nc(SCc4ccccc4C)ncc3Cl)sc2c1	-22.5%	-14.9%	20.2%	-0.6%	-7.1%	·	·	·	-8.7%
COc1ccc(OCCNC(=O)c2ccccc2OCC(=O)Nc2ccc(NC(C)=O)cc2)cc1	-45.6%	-15.7%	?	2.0%	0.5%	i	-2.3	3.4%	-3.1%
CC(=O)Nc1ccc(NC(=O)c2c(-c3ccccc3)noc2C)cn1	-3.7%	4.5%	7.31µM*	2.2%	6.1%	i	-6.4	-1.6%	-0.7%
CCCn1c(CN2CCN(C(C)=O)CC2)nc2cc(S(=O)(=O)N(C)C)ccc21	-29.2%	-1.1%	5.2%	0.4%	-8.8%	i	0.7	1.0%	7.3%
COc1ccc(N2C(=O)CCC(C(=O)N3CCOCC3)C2c2ccc(F)cc2)cc1 (stereo unspecified)	-11.9%	-2.9%	-7.0%	0.0%	7.4%	i	1.1	0.5%	-0.3%
N#C/C(=C/c1cccs1)c1ccccn1	-34.6%	-17.7%	?	?	-7.6%	i	-0.6	0.8%	-4.9%
Cc1ccc(O)c(Nc2nc3ccccc3c3nncn23)c1	-17.0%	-11.9%	12.2%	?	-0.9%	·	·	·	-0.6%
O=S1(=O)C=C(Sc2nc3cc(Cl)ccc3o2)c2ccccc21	-10.6%	-31.4%	?	8.91µM*	-33.5%[inhibitor]	i	1.0	1.7%	?
CN(C)S(=O)(=O)c1ccc(N2CCCC2)c(C(=O)NC(c2ccccc2)c2ccccc2)c1	-9.1%	11.3%	0.1%	-0.2%	16.6%	i	0.3	0.9%	-1.2%
O=C(Nc1ccc(C2SCCS2)cc1)c1ccccc1	-4.7%	1.8%	?	-1.9%	0.5%	i	1.3	-2.2%	-4.1%
O=C(c1ccc(Cl)c(Cl)c1)N1CCC(=O)N(C(CO)Cc2ccccc2)CC1 (stereo unspecified)	-11.5%	-8.1%	4.9%	1.9%	4.4%	i	0.5	·	1.5%
Fc1ccc2nc3[nH]c4ccccc4c3nc2c1	-3.8%	1.7%	?	21.2%	-21.6%	i	-1.5	0.9%	7.7%
O=C(Oc1ccccc1)c1cc(O)c(O)c(O)c1	-24.2%	7.7%	·	0.3%	-29.7%	i	-0.7	·	·
COc1ccc(NC(=O)c2c(C)oc3ccc(O)c(CN4CCN(Cc5ccccc5)CC4)c23)cc1	-32.5%	?	0.0%	17.3%	-1.1%	·	·	·	-1.3%
Cc1nn(CC(=O)NCC(C)c2ccccc2)c(=O)c2cc3ccccc3n12 (stereo unspecified)	46.4%	40.3%[activator]	-1.3%	-0.7%	-10.1%	·	·	·	1.7%
COc1cnc(-c2ccccn2)nc1Sc1c(Cl)cccc1Cl	-39.7%	-6.1%	?	0.3%	?	i	-0.5	2.3%	-10.7%
C=CCn1c(C(CCCC)CC(O)COCC(C)C)n[nH]c1=S (stereo unspecified)	-22.0%	-27.3%	-0.7%	3.8%	12.7%	i	-2.0	2.6%	-0.6%
COc1cc(/C=C(\NC(C)=O)C(=O)Nc2cccc(O)c2)ccc1OC(C)=O	23.1%	-2.6%	1.0%	0.0%	-10.5%	i	3.1	1.2%	-2.4%
